# Sm TGR inh: blocks Schistosoma mansoni thioredoxin glutathione reductase | Q962Y6 | purified TGR, DTNB reduction, TNB absorbance 405 nm | Potency, µM (doses to about 114 µM), without a hit: at the highest dose activity change, negative = inhibition, usual class: inhibitors | 360,000 compounds, 3% hits | AID 485364; further: potency means the concentration at half of the fitted maximal effect; nearly all actives have a fitted effect of over 60% in size
#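 First, TGR (20 nM dispensed) and NADPH were mixed with compound. Second, a 15 min room-temperature incubation followed. Third, further NADPH and then DTNB were added to start the reaction. Finally, TNB absorbance was monitored kinetically.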
# HCMV antiviral: inhibitors of human cytomegalovirus | activity change, negative = inhibition, % at 57.5 µM | 410,000 compounds, 4.5% hits | HFF cells, HCMV-luciferase reporter, 72 h; hits give low values | AID 1259415; in the data active means activity change below about -60%; inconclusive means no clear call, values can overlap the other calls; inactive means above about -39%
#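 HFF cells seeded 16 h at 37C, treated with compounds, infected with luciferase-reporter HCMV at MOI 1 PFU/cell; luciferase read at 72 h post infection, normalized to buffer-only and Salinomycin controls.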
# AmpC no deterg: inhibitors of E. coli AmpC beta-lactamase without detergent; AmpC nitrocefin hydrolysis, absorbance 480 nm, 0.0001% Triton; Potency, µM (doses to about 57.1 µM), inactives show top-dose activity change, negative = inhibition, usual class: inhibitors; 330,000 compounds, 0.52% hits;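 further: potency means the concentration at half of the fitted maximal effect; plate controls were no compound for no effect and no enzyme for full effect; nearly all actives have a fitted effect of over 20% in size; some results filed as inactive show a strong effect at the top dose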
# Target sequence (P00811 whole entry, looked up): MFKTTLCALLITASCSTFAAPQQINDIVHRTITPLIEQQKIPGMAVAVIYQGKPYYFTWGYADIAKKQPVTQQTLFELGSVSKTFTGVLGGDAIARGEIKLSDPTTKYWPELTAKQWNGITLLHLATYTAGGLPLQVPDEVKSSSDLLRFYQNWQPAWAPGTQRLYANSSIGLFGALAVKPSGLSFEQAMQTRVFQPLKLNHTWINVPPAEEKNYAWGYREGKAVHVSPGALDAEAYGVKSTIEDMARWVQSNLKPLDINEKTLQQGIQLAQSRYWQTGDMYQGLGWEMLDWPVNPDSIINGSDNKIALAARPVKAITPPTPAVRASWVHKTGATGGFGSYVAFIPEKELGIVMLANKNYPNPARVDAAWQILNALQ
#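 20 mM phosphate pH 7.0 + 0.01% (detergent screen) or 0.0001% Triton X-100; 5.3 nM AmpC reagent; cpd preinc 15 min RT; nitrocefin (800 uM stock) to start; A480 q20 s × 4 min; Activity was normalised to no-enzyme and no-compound control wells.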
# AMA1 RON2 block: AMA1-RON2 (P. falciparum) interaction inhibition; AlphaScreen AMA1-biotinylated RON2 peptide binding; Potency, µM (top dose mostly 58.2 µM), inactives show at the top dose activity change, negative = inhibition, hits mostly inhibitors; 360,000 compounds, 0.2% hits;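 further: potency means the concentration at half of the fitted maximal effect; 0% = vehicle wells and -100% = peptide control; nearly all actives have a fitted effect of over 45% in size; some results filed as inactive show a strong effect at the top dose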
#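 AMA1 (3D7) with his tag at 25 nM final met compounds first, then biotinylated RON2 peptide at 25 nM; detection used donor plus acceptor beads, 10 µg/mL apiece, read by AlphaScreen after 30 min at room temperature.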
# FBPA Giardia inh: inhibitors of Giardia lamblia fructose-1,6-bisphosphate aldolase; 290,000 compounds, 0.71% hits; purified Giardia FBPA; A8B2U2; AID 2451; Potency, µM (highest dose often 59.6 µM), for inactives: at the top dose activity, negative = inhibition, actives largely listed as inhibitors; further: potency means the concentration at half of the fitted maximal effect; nearly all actives have a fitted effect of over 55% in size
# Target sequence (A8B2U2 whole entry, looked up): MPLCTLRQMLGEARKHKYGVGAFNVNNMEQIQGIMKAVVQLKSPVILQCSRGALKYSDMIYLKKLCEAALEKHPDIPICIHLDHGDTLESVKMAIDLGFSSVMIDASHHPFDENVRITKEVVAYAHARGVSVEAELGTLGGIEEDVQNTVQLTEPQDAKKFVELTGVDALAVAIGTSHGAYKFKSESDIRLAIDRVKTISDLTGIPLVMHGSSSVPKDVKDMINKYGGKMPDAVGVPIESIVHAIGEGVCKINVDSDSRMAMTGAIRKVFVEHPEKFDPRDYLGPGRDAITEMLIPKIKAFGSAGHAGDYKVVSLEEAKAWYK
#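 Giardia FBPA (40 nM reagent) was preincubated 10 min at RT with compound (up to 57.5 uM final), then substrate plus GAPDH/TPI/NAD/arsenate coupling system with diaphorase/resazurin was added; resorufin fluorescence (525/598 nm) was read after 20 min.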
# AmpC inh detg: blocks E. coli AmpC beta-lactamase in detergent assay | P00811 | AmpC hydrolysis of nitrocefin, absorbance 480 nm, 0.01% Triton | Potency, µM (doses to about 114 µM), without a hit: at the top dose activity change, negative = inhibition, actives largely listed as inhibitors | 370,000 compounds, 0.041% hits | AID 485294;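 further: potency means the concentration at half of the fitted maximal effect; 0% = no-compound wells and -100% = no-enzyme wells; nearly all actives have a fitted effect of over 25% in size; some results filed as inactive show a strong effect at the top dose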
#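 20 mM phosphate pH 7.0 + 0.01% (detergent screen) or 0.0001% Triton X-100; 5.3 nM AmpC reagent; cpd preinc 15 min RT; nitrocefin (800 uM stock) to start; A480 q20 s × 4 min; Activity was normalised to no-enzyme and no-compound control wells.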
# * hit, by the source's call; ? = inconclusive; nt = not tested or not shown; [ ] = remark or other dose. Unless noted, the call rests on the fitted dose curve; in most records, active means well fitted curve in the direction sought with a large enough effect; inconclusive means small, poorly fitted or top-dose-only effect, or another doubt; inactive means no such curve, though single readings can be large; an effect the other way counts as inactive or inconclusive. Unless noted, on the % scale 0 is the no-effect control and ±100 the full control effect.
# Order of results: Sm TGR inh, HCMV antiviral, AmpC no deterg, AMA1 RON2 block, FBPA Giardia inh, AmpC inh detg
1. Cc1cc(C(=O)OCC(=O)NCc2ccccc2Cl)c(C)o1
    5.9%, 14.7, -9.0%, 0.1%, 3.8%, -19.3%
2. O=C(Nc1c(C(=O)N2CCN(c3ccccc3)CC2)oc2ccccc12)c1ccccc1F
    9.7%, -27.1, nt, nt, nt, -0.7%
3. O=C(O)c1c(C(=O)O)c(-c2ccc(F)cc2)n2c1CCC2
    -4.8%, 17.9, -7.1%, -12.8%, -10.3%, 2.0%
4. O=C(COc1ccccc1)N1CCN=C1SCc1ccc(F)cc1
    6.2%, 0.0, -18.4%, 7.8%, -6.6%, 8.0%
5. COc1ccc(/C=C/C(=O)Nc2nc3n(n2)C(c2ccccc2)C=C(c2ccccc2)N3)cc1 (centres undefined)
    0.1%, -7.8, nt, nt, nt, 16.6%
6. COc1cccc(S(=O)(=O)Nc2ccc(C(=O)N3CCN(C(=O)c4ccco4)CC3)cc2)c1
    -33.6%, -9.2, -20.2%, -0.9%, 16.0%, -2.4%
7. COc1ccc(CNC(=O)Nc2cccc3ccccc23)cc1
    12.8%, 71.0, -21.3%, 5.6%, 6.1%, 0.4%
8. Cc1occc1C(=O)NNC(=O)C1CC1
    15.7%, -21.4, -16.8%, 6.5%, -0.3%, 7.3%
9. O=C(Cc1cccc([N+](=O)[O-])c1)Nc1cccc(C(=O)N2CCCCC2)c1
    nt, 13.0, -25.1%, -6.9%, nt, nt
10. CCc1ccc(NCc2cc3ccc(OC)cc3n(CC(=O)Nc3ccc(F)cc3F)c2=O)cc1
    -2.1%, -19.9, nt, nt, nt, 5.4%
11. CCOC(=O)c1sc2nc(N3CCOCC3)c3c(c2c1N)CC(C(C)C)OC3 (centres undefined)
    1.4%, ?, -15.1%, 1.0%, -1.9%, 7.5%
12. O=C(Nc1ccccc1Cl)c1ccc2ccccc2c1
    4.2%, -24.5, -4.1%, 17.5%, -3.7%, -13.5%
13. COc1ccc(N2CCN(C(CNC(=O)C(=O)NCc3ccc4c(c3)OCO4)c3ccco3)CC2)cc1 (centres undefined)
    -4.4%, ?, 53.3%, -10.6%, 0.6%, -9.0%
14. CC1(C)CC(=O)C=C(Nc2ccccn2)C1
    8.3%, 47.7, -14.0%, 21.1%, -0.8%, ?
15. C=Cn1ccnc1P(=S)(c1cc(N(CC)CC)ns1)c1nccn1C=C
    -30.1%, ?, 142.3%[activator], 31.5%[activator], 1.4%, -19.4%
16. CS(=O)(=O)Cc1ccc(C(=O)NNC(=O)c2cc(-c3ccccc3)n[nH]2)cc1
    nt, 26.0, -14.7%, 74.5%[activator], nt, nt
17. O=S(=O)(c1ccc(-n2cnnn2)cc1)N1CCC(N2CCCCC2)CC1
    0.2%, -3.1, -16.3%, 3.5%, 5.3%, 4.3%
18. O=C(CSc1nnc2ccccn12)NNC(=O)c1ccc(Cl)cc1
    7.2%, -14.3, -11.7%, 63.0%[activator], 2.5%, 0.0%
19. CCOC(=O)C1CCN(C(=O)C(CC)c2ccccc2)CC1 (centres undefined)
    nt, -21.9, 33.5%, -1.2%, 5.8%, -10.1%
20. CCCn1c(CCC(=O)Nc2ccccc2OC)nc2cccnc21
    6.4%, 4.4, nt, nt, nt, 6.7%
21. O=C(Nc1ccccn1)c1cc2cc([N+](=O)[O-])ccc2s1
    -14.2%, -1.1, -16.3%, -4.4%, 0.0%, -0.2%
22. Cc1ccc2c(c1)CCCN2C(=O)c1cc(C)on1
    0.0%, -4.8, -4.7%, -2.0%, nt, 1.8%
23. O=c1cc(O)c2c(=O)[nH]c(=O)n(-c3ccccc3)c2[nH]1
    11.6%, 37.0, -18.5%, -7.2%, -2.6%, ?
24. COc1ccc(NC(=O)Nc2ccc(F)cc2)cn1
    19.4%, -34.2, -28.1%, 27.2%, -1.9%, 2.0%
25. CCOc1ccc(C(=S)N2CCOCC2)cc1
    4.2%[11.4 µM], 43.0, -3.0%, 4.3%, 1.5%, -10.0%
26. O=C1CS/C(=C/C(=O)c2ccccc2)N1
    2.9%, -7.3, -15.4%, 21.0%, -2.6%, -20.9%
27. COC(=O)C(CC(C)C)NC(=O)c1ccc([N+](=O)[O-])cc1 (centres undefined)
    3.5%, 12.9, -10.6%, 8.1%, 10.6%, 0.0%
28. CCCn1c(NC(=O)c2ccccc2)nc2ccccc21
    -17.4%, -15.0, -24.4%, 28.6%, ?, -7.1%
29. N#C/C(=C\c1ccccc1[N+](=O)[O-])C(=O)NCc1ccccc1
    -1.7%, 5.9, -34.3%, 10.4%, -3.6%, -4.5%
30. CCOc1ccc(C(=O)N2CCN(Cc3ccccc3)CC2)cc1OCC
    -21.3%, 24.0, 80.6%[activator], -23.4%, 9.7%, ?
31. Cc1ccc(NC(=O)c2ccccc2)s1
    5.9%, 75.3, -11.8%, -9.6%, -12.9%, 0.3%
32. O=C(NCc1cccnc1)c1ccc(NC(=O)c2cccc([N+](=O)[O-])c2)cc1
    0.0%, 52.8, -11.7%, -3.2%, -2.3%, 3.6%
33. COC(=O)NCC(c1cccnc1)N1CCN(c2ccccc2F)CC1 (centres undefined)
    2.6%, 16.0, -3.0%, 10.0%, 2.8%, 5.2%
34. Cc1ccc(Cl)cc1NC(=O)C1CC1c1ccccc1 (centres undefined)
    5.7%, -19.8, -37.4%, -9.8%, -11.4%, -6.6%
35. O=C1CCCc2c1cnc1ncnn21
    nt, -31.9, -9.2%, 13.4%, -6.3%, 0.8%
36. COc1ccc(CCNC(=O)c2c(C)nn(-c3ccccc3)c2Cl)cc1
    -12.4%, -24.2, 10.4%, 14.0%, nt, 3.5%
37. CS(=O)(=O)N1CCc2cc(S(=O)(=O)NCCNS(=O)(=O)c3ccc4c(c3)CCN4S(C)(=O)=O)ccc21
    -13.2%, -21.5, -0.3%[11.4 µM], -12.4%, 5.7%, ?
38. CCN(C(=O)CSc1nnc(-c2ccccc2C)n1C)c1c(N)n(Cc2ccccc2)c(=O)[nH]c1=O
    -2.2%, -30.3, 53.3%, 7.7%, nt, ?
39. O=C(NNC(=O)c1ccc(Br)s1)c1cccc(S(=O)(=O)N2CCCC2)c1
    -21.8%, -6.4, -41.9%, 45.9%[activator], nt, -10.6%
40. COc1cccc(C2C(C(=O)NCc3ccccc3)=C(C)Nc3ncnn32)c1 (centres undefined)
    0.6%, 18.4, -15.2%, 3.4%, 0.4%, -1.5%

# Molecules shown so far that contain two or more sulfur atoms:
# Order of results: Sm TGR inh, HCMV antiviral, AmpC no deterg, AMA1 RON2 block, FBPA Giardia inh, AmpC inh detg
15. C=Cn1ccnc1P(=S)(c1cc(N(CC)CC)ns1)c1nccn1C=C
    -30.1%, ?, 142.3%[activator], 31.5%[activator], 1.4%, -19.4%
37. CS(=O)(=O)N1CCc2cc(S(=O)(=O)NCCNS(=O)(=O)c3ccc4c(c3)CCN4S(C)(=O)=O)ccc21
    -13.2%, -21.5, -0.3%[11.4 µM], -12.4%, 5.7%, ?
39. O=C(NNC(=O)c1ccc(Br)s1)c1cccc(S(=O)(=O)N2CCCC2)c1
    -21.8%, -6.4, -41.9%, 45.9%[activator], nt, -10.6%

# The main list resumes, repeating the 3 entries before the break.
# Order of results: Sm TGR inh, HCMV antiviral, AmpC no deterg, AMA1 RON2 block, FBPA Giardia inh, AmpC inh detg
38. CCN(C(=O)CSc1nnc(-c2ccccc2C)n1C)c1c(N)n(Cc2ccccc2)c(=O)[nH]c1=O
    -2.2%, -30.3, 53.3%, 7.7%, nt, ?
39. O=C(NNC(=O)c1ccc(Br)s1)c1cccc(S(=O)(=O)N2CCCC2)c1
    -21.8%, -6.4, -41.9%, 45.9%[activator], nt, -10.6%
40. COc1cccc(C2C(C(=O)NCc3ccccc3)=C(C)Nc3ncnn32)c1 (centres undefined)
    0.6%, 18.4, -15.2%, 3.4%, 0.4%, -1.5%
41. Cc1ccc2c(c1)C1CN(C)CCC1N2S(=O)(=O)c1cc(C(F)(F)F)ccc1Cl (centres undefined)
    -1.0%, -24.6, 223.0%[activator], -7.7%, nt, 5.9%
42. COC(=O)[C@H](Cc1ccccc1)NC(=O)[C@@H]1C[C@H]1[C@@H](NC(=O)OCc1ccccc1)c1ccccc1
    -0.9%, 6.2, -9.5%, 6.7%, 2.8%, ?
43. Cc1cc2nnc(SC(C)C)n2c2ccccc12
    -13.6%, 3.7, -0.1%, -0.5%, 4.5%, ?
44. CCC(C(=O)Nc1nnc(-c2ccco2)s1)c1ccccc1 (centres undefined)
    31.6µM*, 48.4, -34.2%, -7.3%, 4.2%, ?
45. COc1ccc(-c2nn(CC(=O)NCCc3ccccc3)c(=S)n2C)cc1
    -14.4%, -95.7*, -7.4%, -3.2%, 8.0%, -3.3%
46. O=C(C1=C[C@H](c2coc3ccccc3c2=O)C[C@H](OCc2ccc(CO)cc2)O1)N1CCOCC1
    0.9%, 24.3, 55.4%, 6.5%, -2.4%, 3.8%
47. CC(C)(Oc1ccc(Cl)cc1)C(=O)NC1CCCCC1
    3.0%, ?, 12.5%, 6.1%, nt, 7.5%
48. Cc1ccccc1Nc1nc(N)nc(CSc2nnnn2C)n1
    0.7%, 1.8, -12.9%, 2.2%, -4.1%, 3.9%
49. CCNC(=S)Nc1ccc(NC(=O)c2ccccc2O)cc1
    ?, 9.8, -58.8%, -15.6%, -2.6%, -4.1%
50. O=C(Cn1cnc2scc(-c3ccc(Br)cc3)c2c1=O)N1CCOCC1
    -29.7%, -35.8, 91.3%[activator], -5.8%, 2.4%, 0.4%
51. CC1Cc2ccccc2N1CC(=O)NC(=O)NC1CCCCC1 (centres undefined)
    10.5%, 6.2, 9.9%, -20.4%, -0.2%, -12.0%
52. CCS(=O)(=O)c1cc([N+](=O)[O-])c(Sc2ccccc2NC(C)=O)s1
    2.82µM*, ?, -18.4%, 10.7%, -8.9%, -0.4%
53. COc1ccc2oc(C(=O)OCC(=O)Nc3ccc(C(=O)N(C)C)cc3)c(C)c2c1
    -7.6%, -21.9, 8.1%, -9.1%, 0.2%, -1.1%
54. CCCCN(C)C(=O)CN1C(=O)c2cccnc2Oc2ccc(Cl)cc21
    -5.2%, 0.0, nt, nt, nt, 3.5%
55. CC(NC(=O)c1ccccc1Cl)c1nnc(SCC(=O)Nc2ccc(C(=O)O)cc2)n1C (centres undefined)
    -4.8%, -1.4, -14.9%, -13.7%, 3.6%, -2.3%
56. C=CCNC(=O)c1cccc(OC2CCN(CC(C)(C)C)CC2)c1
    8.9%, 4.6, -14.0%, 5.8%, 11.2%, ?
57. CC(=O)c1cccc(N(CC(=O)Nc2ccccc2C(=O)N2CCCC2)S(C)(=O)=O)c1
    5.8%, 7.6, -14.7%, -17.2%, 5.9%, ?
58. Cc1ccc(S(=O)(=O)/N=C(/c2ccccc2)N2CCOCC2)cc1
    nt, -1.9, 0.5%, 4.6%, 3.7%, 1.4%
59. CCCCCC(=O)Nc1cccc(C2=NOC3(C2)C[C@@H](C(N)=O)N(C(=O)Cc2ccc([N+](=O)[O-])cc2)C3)c1 (some centres undefined)
    -3.5%, 27.6, 132.7%[activator], -1.3%, -3.4%, 3.6%

# Source: PubChem BioAssay (National Center for Advancing Translational Sciences (NCATS))
